# MT1-MMP act inh = blockers of MT1-MMP proenzyme processing, primary screen, HT1080 RFP-PRO-GFP cells, GFP/RFP fluorescence | Matrix metalloproteinase-14 (Homo sapiens), P50281 | GFP/RFP ratio fluorescence, overnight; percent of plate control window, DMSO zero | GFP/RFP ratio change, % at 20 µM | actives 0.061% (n = 360,000) | AID 651647, 2012;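 active means GFP/RFP ratio change of at least 30% with cell ATP level not reduced by more than half and red fluorescence within 50% of control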; further: strong numbers were not always called active
#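 Assay system: HT1080 RFP-PRO-GFP cells. Benchmarks: DMSO vehicle wells and RFP-L50D-GFP reporter cell wells. Times: overnight cell settling, then overnight compound exposure, 37 °C, 5% CO2. Compound: 20 µM single dose, 1% DMSO. Read-out basis: GFP/RFP fluorescence ratio.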
# Rpn11 inh = Rpn11 (PSMD14) deubiquitinase inhibitors, primary screen, biochemical, fluorescence polarization, uHTS; calls only at 20 µM; 26S proteasome non-ATPase regulatory subunit 14 (Homo sapiens), O00487; AID 588493, 2011; human 26S proteasome, Ub4-pepOG fluorescence polarization; 20S core pre-blocked with epoxomicin; actives 0.59% (n = 360,000);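 active means inhibition at 20 µM, scaled to each plate's controls, above about 33%, limit read from the data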
# FAS-TE inh = FAS thioesterase domain inhibitors, primary screen, biochemical, fluorescence intensity, uHTS; recombinant FAS-TE, OMFH fluorogenic substrate, fluorescence endpoint; inhibition, % at 15 µM; AID 602261, 2012; actives 0.67% (n = 360,000);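 active means compounds whose normalised, plate-corrected inhibition of enzyme fluorescence in the single-dose primary screen is 50% or more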;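 further: 0% = DMSO with enzyme and 100% = substrate without enzyme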
# Target sequence (P49327 whole entry, looked up, the tested form may be a part): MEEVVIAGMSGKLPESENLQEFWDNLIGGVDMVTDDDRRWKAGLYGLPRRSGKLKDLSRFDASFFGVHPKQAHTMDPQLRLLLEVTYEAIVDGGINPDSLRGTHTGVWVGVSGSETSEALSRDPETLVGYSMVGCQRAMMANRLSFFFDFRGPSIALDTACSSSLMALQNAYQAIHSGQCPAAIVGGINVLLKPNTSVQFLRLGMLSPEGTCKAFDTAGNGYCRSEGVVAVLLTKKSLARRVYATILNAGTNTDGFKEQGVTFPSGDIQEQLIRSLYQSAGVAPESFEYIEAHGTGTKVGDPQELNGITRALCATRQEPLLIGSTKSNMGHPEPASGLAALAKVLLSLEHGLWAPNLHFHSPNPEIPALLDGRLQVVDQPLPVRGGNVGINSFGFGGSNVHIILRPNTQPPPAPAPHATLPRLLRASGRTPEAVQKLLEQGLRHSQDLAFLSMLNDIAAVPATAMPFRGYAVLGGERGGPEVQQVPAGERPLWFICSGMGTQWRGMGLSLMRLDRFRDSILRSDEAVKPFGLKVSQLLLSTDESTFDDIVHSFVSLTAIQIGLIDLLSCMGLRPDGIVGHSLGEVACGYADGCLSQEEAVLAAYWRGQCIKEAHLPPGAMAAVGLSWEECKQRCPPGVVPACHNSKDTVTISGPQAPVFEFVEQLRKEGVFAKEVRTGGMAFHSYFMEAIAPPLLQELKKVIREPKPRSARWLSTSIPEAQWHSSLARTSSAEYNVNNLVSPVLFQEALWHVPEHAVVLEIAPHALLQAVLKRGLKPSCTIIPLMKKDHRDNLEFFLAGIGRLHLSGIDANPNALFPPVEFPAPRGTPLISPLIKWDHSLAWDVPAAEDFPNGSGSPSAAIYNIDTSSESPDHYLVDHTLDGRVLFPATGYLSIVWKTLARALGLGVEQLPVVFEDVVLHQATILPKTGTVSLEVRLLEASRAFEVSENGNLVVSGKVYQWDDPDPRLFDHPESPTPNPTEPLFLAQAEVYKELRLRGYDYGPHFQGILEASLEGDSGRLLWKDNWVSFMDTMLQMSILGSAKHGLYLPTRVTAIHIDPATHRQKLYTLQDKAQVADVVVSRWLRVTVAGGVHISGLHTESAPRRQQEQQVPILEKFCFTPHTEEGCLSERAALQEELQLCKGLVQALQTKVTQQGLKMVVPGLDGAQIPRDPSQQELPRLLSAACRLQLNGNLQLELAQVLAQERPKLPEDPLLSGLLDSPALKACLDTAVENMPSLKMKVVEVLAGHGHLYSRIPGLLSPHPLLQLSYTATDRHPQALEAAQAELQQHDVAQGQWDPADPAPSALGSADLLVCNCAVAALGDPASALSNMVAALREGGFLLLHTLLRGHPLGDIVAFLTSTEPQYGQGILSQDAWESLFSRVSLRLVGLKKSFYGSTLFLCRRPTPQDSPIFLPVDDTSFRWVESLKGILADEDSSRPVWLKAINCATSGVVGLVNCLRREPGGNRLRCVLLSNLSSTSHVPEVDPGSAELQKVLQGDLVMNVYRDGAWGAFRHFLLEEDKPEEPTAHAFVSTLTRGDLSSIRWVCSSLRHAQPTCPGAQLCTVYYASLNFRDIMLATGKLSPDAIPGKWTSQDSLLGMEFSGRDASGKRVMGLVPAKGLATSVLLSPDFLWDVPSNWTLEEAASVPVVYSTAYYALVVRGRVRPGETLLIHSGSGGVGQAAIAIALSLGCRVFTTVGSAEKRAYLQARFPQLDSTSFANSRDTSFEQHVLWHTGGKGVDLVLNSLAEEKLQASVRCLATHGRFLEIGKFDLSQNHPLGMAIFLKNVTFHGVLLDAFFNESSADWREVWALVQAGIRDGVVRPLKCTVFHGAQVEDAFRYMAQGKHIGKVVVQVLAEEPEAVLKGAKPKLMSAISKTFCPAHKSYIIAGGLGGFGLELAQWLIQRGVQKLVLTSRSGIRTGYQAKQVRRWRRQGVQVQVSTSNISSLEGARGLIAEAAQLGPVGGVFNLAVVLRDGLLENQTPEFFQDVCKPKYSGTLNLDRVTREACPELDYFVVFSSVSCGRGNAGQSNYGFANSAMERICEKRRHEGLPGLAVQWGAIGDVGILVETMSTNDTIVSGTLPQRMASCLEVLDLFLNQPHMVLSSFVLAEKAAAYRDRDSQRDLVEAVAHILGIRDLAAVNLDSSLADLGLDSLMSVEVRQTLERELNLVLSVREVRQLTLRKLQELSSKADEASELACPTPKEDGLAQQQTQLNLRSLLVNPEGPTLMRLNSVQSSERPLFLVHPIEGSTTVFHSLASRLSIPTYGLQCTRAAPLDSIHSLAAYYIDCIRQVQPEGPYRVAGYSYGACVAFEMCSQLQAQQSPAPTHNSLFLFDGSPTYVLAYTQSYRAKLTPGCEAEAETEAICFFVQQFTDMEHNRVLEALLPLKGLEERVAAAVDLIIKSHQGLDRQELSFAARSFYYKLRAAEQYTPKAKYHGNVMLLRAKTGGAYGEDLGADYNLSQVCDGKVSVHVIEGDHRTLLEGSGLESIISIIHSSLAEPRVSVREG
# MsrA inhibitor = bovine MsrA enzyme inhibitors, primary screen, biochemical, absorbance, HTS | Methionine sulfoxide reductase A (Bos taurus) | purified bovine MsrA, absorbance read-out | inhibition, % at 15.5 µM | actives 0.75% (n = 360,000) | AID 651718, 2012; in the data active means inhibition above about 4.5%;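 further: 0% = vehicle wells with enzyme and 100% = reference inhibitor wells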
# E coli Lon inh = inhibitors of E. coli Lon protease, primary screen, biochemical, fluorescence polarization | P0A9M0 | purified E. coli Lon protease | inhibition, % at 7.94 µM | actives 0.42% (n = 360,000) | AID 602123, 2011; in the data active means inhibition above about 13%, passing the limit was not always enough;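 further: 0% = enzyme with probe and DMSO and 100% = no enzyme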
# MLLE-PAM2 inh = inhibitors of PABP1 MLLE–PAM2 peptide binding, primary screen, biochemical, fluorescence polarization, FITC-PAM2, GST-MLLE. inhibition, % at 20 µM. Polyadenylate-binding protein 1 (Homo sapiens), P11940. actives 0.36% (n = 360,000). AID 588489, 2011; in the data active means inhibition above about 35%, passing the limit was not always enough;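 further: plate controls were DMSO wells with GST-MLLE for no effect and wells lacking GST-MLLE protein for full effect; some results filed as inactive read as strong as hits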
# Rin1-Abl PPI inh = inhibitors of Rin1-Abl protein binding, primary screen, biochemical, TR-FRET; Tyrosine-protein kinase ABL1 (Homo sapiens) + Ras and Rab interactor 1 (Homo sapiens), …; inhibition, % at 7.35 µM; actives 0.4% (n = 360,000); AID 588664, 2011; in the data active means inhibition above about 5%, passing the limit was not always enough
# bovine MsrA act = bovine MsrA enzyme activators, primary screen, biochemical, absorbance, HTS | AID 602163, 2012 | purified bovine MsrA, absorbance read-out | actives 0.3% (n = 360,000) | activation, % at 10.6 µM; in the data active means activation above about 7.5%;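 further: 0% = vehicle and 100% = reference activator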
# CSN deneddyl inh = inhibitors of CSN-mediated cullin deneddylation, primary screen, biochemical, fluorescence polarization, uHTS; actives 0.38% (n = 360,000); Purified CSN, SCF-Nedd8-OG deneddylation; COP9 signalosome complex subunit 5 (Homo sapiens), Q92905; AID 651999, 2013; inhibition, % at 12.5 µM;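 active means pattern-corrected inhibition above about 35%, with an unprinted fluorescence ratio check between 0.5 and 1.5, limit read from the data, passing the limit was not always enough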;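 further: 0% = enzyme with substrate and 100% = substrate without enzyme; some results filed as inactive read as strong as hits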
#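 Test system: purified human Csn5 enzyme expressed in HEK293T cells. Amount: 0.24 nM enzyme. Reagent: SCFSkp2-Nedd8OG substrate at 10 nM final. Schedule: 90 min incubation of compound, enzyme and substrate at room temperature. Detection: fluorescence polarization. Read-out: % inhibition of substrate cleavage by Csn5.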
# Numbers without * were called inactive; i = inactive; x = no result given.
SMILES,MT1-MMP act inh,Rpn11 inh,FAS-TE inh,MsrA inhibitor,E coli Lon inh,MLLE-PAM2 inh,Rin1-Abl PPI inh,bovine MsrA act,CSN deneddyl inh
O=c1cc(O)c(-c2ccc(Cl)c(Cl)c2)c(Cl)[nH]1,-1,i,-11,0.0,-1,-5,-1,-11,5
CCCSc1nnc(Nc2ccccc2C)s1,3,i,-4,1.1,0,4,2,-1,4
COc1ccccc1NC(=O)NNC(=O)c1ccc(-c2ccccc2)cc1,0,i,8,-0.5,4,-8,2,-2,5
O=C(CSc1nc2ccsc2c(=O)n1CC1CCC(C(=O)O)CC1)NCCc1ccc(Cl)cc1 (stereo not given),2,i,2,1.4,2,20,1,-2,4
COc1ccc(S(=O)(=O)N2CCN(C(=O)c3cc(-c4ccccc4OC)n[nH]3)CC2)cc1,7,i,8,-0.3,-10,-2,-1,2,-1
C=CCn1c(CNS(=O)(=O)c2ccc(Br)cc2)n[nH]c1=S,3,i,-3,1.6,9,-21,1,-4,-6
COc1ccc(NC(=S)NC(NC(=O)c2cccc(C)c2)C(Cl)(Cl)Cl)c([N+](=O)[O-])c1 (stereo not given),12,i,15,-1.2,-4,14,-8,2,-2
Cn1c(=O)oc2cc(S(=O)(=O)N3CCCC(C(=O)NCc4cccs4)C3)ccc21 (stereo not given),-1,i,9,1.5,4,5,-1,-1,4
CC1CCCN(CC(O)CN)C1 (stereo not given),1,i,-7,-0.3,-4,-3,3,1,4
CC1=NN(c2ccccc2)C(=O)/C1=C\c1ccc(Br)s1,3,i,-5,-0.8,-2,4,0,-1,3
C#CCOCCOCCOCCNc1nc(N2CCN(C(=O)[C@H](CCCCN)n3cc([C@@H](N)[C@H](C)CC)nn3)CC2)nc(N2CCN(C(=O)[C@H](CCCCN)n3cc([C@@H](N)CC(N)=O)nn3)CC2)n1,-1,i,-10,-0.9,-10,3,0,-1,6
N#CC1=C(N)OC(c2ccccc2)=C(C#N)C1c1ccc2c(c1)OCO2 (stereo not given),-6,i,10,2.0,-4,12,1,-15,0
O=C(CCc1nnc2ccc(NCc3ccccc3Cl)nn12)NC1CCCCC1,1,i,-4,0.0,-9,-16,1,-1,4
COc1ccc(C2C(C(=O)O)CC(=O)N2C2CCCCC2)cc1 (stereo not given),-2,i,-3,x,1,-11,1,1,4
CC(=O)Oc1ccccc1Cn1c(C)c(C(=O)NCCC#N)sc1=O,1,i,-6,0.0,2,4,0,-9,-1
CC(CN1CCOCC1)c1ccccc1 (stereo not given),5,i,-9,-0.5,-9,7,-1,0,4
C=C(C)[C@@H]1CC[C@]2(C(=O)O)CC[C@]3(C)[C@H](CC[C@@H]4[C@@]5(C)CC[C@H](O)C(C)(C)[C@@H]5CC[C@]43C)[C@@H]12,-5,i,4,1.2,1,-30,0,-1,22
C=CCN1C(=O)CSC1=Nc1ccc(C(=O)O)cc1,-1,i,-6,0.7,2,-15,2,5,0
CC(C)(C)Nc1ncnc2c1cnn2-c1ccccc1,-4,i,7,-0.3,-2,3,1,1,3
CC(C)Oc1ccccc1C(=O)NC(CO)C(=O)O (stereo not given),0,i,-1,-0.6,0,-3,-2,-1,-7
COC(=O)c1cccc(C23CC4(C2)[C@H](CN(Cc2cccnc2)[C@@H]4c2ccccc2)C3c2ccccc2)c1 (stereo not given in full),-1,i,12,-0.1,7,-4,4,-6,2
Cn1c(=O)c2c(O)cc(=O)[nH]c2n(-c2ccccc2)c1=O,4,i,-3,0.7,-6,-6,-1,-1,6
C=CCOc1c(Br)cc(CNc2ccc(NC(=O)C(C)C)cc2)cc1OCC,6,i,4,1.5,-9,-45,1,-2,6
Cc1ccccc1-n1nnnc1SCC(=O)NCC1CCCO1 (stereo not given),2,i,-5,-0.7,-1,-9,-2,-3,1
Cc1nc2ccccc2n1CCC(=O)O,-1,i,-8,-0.1,2,10,3,-7,-6
Cc1cc(C)n2nc(C(=O)N/N=C/c3ccc(Cl)cc3)nc2n1,-1,i,-7,0.6,10,3,1,-8,-4
COc1ccc(C(=O)N2CCc3cc(OC)c(OC)cc3C2c2cccc([N+](=O)[O-])c2)cc1OC (stereo not given),5,i,5,0.3,-1,-4,-3,-2,5
Cc1cccc(N=C2NN=C(c3c[nH]c4ccccc34)CS2)c1,0,i,-3,-0.9,-5,-96,-3,0,3
COc1ccccc1NS(=O)(=O)c1cccc2nsnc12,0,i,-2,-0.2,6,6,0,-3,1
CCOC(=O)N1CCN(C(=O)Nc2cccc(Cl)c2)CC1,4,i,-9,-0.5,-2,8,1,5,-4

# The closing two compounds of the part above open the next one:
SMILES,MT1-MMP act inh,Rpn11 inh,FAS-TE inh,MsrA inhibitor,E coli Lon inh,MLLE-PAM2 inh,Rin1-Abl PPI inh,bovine MsrA act,CSN deneddyl inh
COc1ccccc1NS(=O)(=O)c1cccc2nsnc12,0,i,-2,-0.2,6,6,0,-3,1
CCOC(=O)N1CCN(C(=O)Nc2cccc(Cl)c2)CC1,4,i,-9,-0.5,-2,8,1,5,-4
Cc1cc(C(=O)Nc2ccncc2)ccc1[N+](=O)[O-],-1,i,-4,-0.8,0,12,1,-1,-4
CCC(C)c1ccccc1OCCCNC1CCCC1 (stereo not given),-4,i,-7,-1.2,6,-1,-4,-2,1
N#Cc1nc(-c2ccccc2Cl)oc1N1CCN(C(=O)c2ccco2)CC1,-2,i,1,1.1,-22,-6,-5,-8,0
O=C(Cc1cccs1)Nc1ccc(-c2nc3ccccc3[nH]2)cc1,6,i,5,0.3,0,7,-3,-2,2
CCCn1c(SCC(=O)Nc2cc(Cl)ccc2OC)nc(O)cc1=O,6,i,2,0.9,-3,7,1,-1,4
CCn1cc(C(=O)N(CCC(C)C)c2c(N)n(Cc3ccccc3)c(=O)[nH]c2=O)c(=O)c2ccc(C)nc21,-4,i,1,2.5,10,-9,-2,-14,2
CCc1ccc(NC(=O)c2cc(CC(C)C)on2)cc1,3,i,0,0.7,-6,-4,-5,1,-6
CC(=O)N1CCc2cc(S(=O)(=O)C(C)CC(=O)Nc3ccc(OC(F)(F)F)cc3)ccc21 (stereo not given),-4,i,1,-0.2,-8,-6,2,-2,2
CCn1c(-c2ccccc2Cl)nn(CC(=O)Nc2cc(Cl)ccc2Cl)c1=S,2,i,3,0.5,1,-8,3,-8,0
CC(C)(C)NC(=O)CSc1nnc(-c2ccccn2)n1Cc1ccccc1,-1,i,-2,-0.1,-10,1,-4,-5,-2
NC(=S)Nc1nccc(-c2cccs2)n1,0,i,-4,3.2,-2,-13,-5,-3,0
Cc1ccc2c(Cl)c(C)c(N3CCOCC3)nc2n1,-2,i,-4,2.3,1,-11,-2,-2,-2
CC(=O)Nc1ccc(S(=O)(=O)Nc2nc3cc4c(cc3nc2Cl)OCCO4)cc1,-7,i,-7,-0.1,7,6,-7,-16,-2
CC(=O)Nc1ccc(S(=O)(=O)NCC2CCC(C(=O)NCCC(C)C)CC2)cc1 (stereo not given),1,i,-9,0.8,-4,-5,0,1,0
Nc1nc(F)nc2c1ncn2[C@@H]1O[C@H](CO)[C@@H](O)[C@H]1O,-33,i,-8,-0.7,-5,0,-4,-8,3
O=c1[nH]c2ccccc2c(O)c1SCCO,-3,i,-10,-0.1,-3,11,0,-11,3
CC1=NNC(=O)C1CC(=O)N/N=C/c1ccc(C)o1 (stereo not given),0,i,-2,0.2,4,-2,0,3,4
O=S(=O)(CCSc1ccc(C(F)(F)F)cn1)c1ccccc1,4,i,10,-0.3,14,5,2,-4,-1
Cc1noc(COc2ccc(OCc3nc(C)no3)cc2)n1,0,i,-5,0.1,-9,6,2,-2,1
COc1cccc(OC)c1NC(=O)Cn1nc(C)c2ccccc2c1=O,-2,i,-4,-0.1,0,4,3,0,1
O=C(Nc1nc2ccccc2[nH]1)C1CCCC1,-4,i,-3,0.3,0,-3,0,-5,-3
COc1ccc(-c2cc(C(=O)Nc3cc(OC)c(OC)c(OC)c3)[nH]n2)c(C)c1,4,i,1,-1.1,10,-3,0,-9,3
COc1cccc(C2c3[nH]c4ccccc4c3C[C@H]3C(=O)N(CCCO)CC(=O)N23)c1OC (stereo not given in full),1,i,-3,-1.8,-11,10,6,-4,2
CC1CCCCC1NC(=O)CN(C)S(=O)(=O)c1ccc2c(c1)CCC(=O)N2 (stereo not given),-3,i,-6,1.1,4,-3,-1,-1,1
C[C@H](CO)N1C[C@H](C)[C@@H](CN(C)S(=O)(=O)c2cn(C)cn2)Oc2ncc(Br)cc2C1=O,5,i,-11,-1.1,-8,15,-1,2,2
COc1ccc(S(=O)(=O)Nc2cc3c(cc2C(C)=O)OCO3)cc1,-9,i,8,1.0,-4,-16,-1,0,-1
Cn1c(SCc2ccc(Cl)cc2)nc(C(F)(F)F)cc1=O,-7,i,43,-0.9,-5,5,-1,-3,3
CC(=O)c1ccc(S(=O)(=O)Nc2cccc(-c3ccc(N4CCOCC4)nn3)c2)cc1,5,i,12,0.0,1,-9,1,-12,0
COc1ccc(-c2oc(=O)c3cc(OC)c(OC)cc3c2-c2ccc3c(c2)OCO3)cc1,3,i,29,-0.3,-9,3,-1,6,-2
CC1CCCCN1S(=O)(=O)c1ccc2c(c1)oc(=O)n2CC(=O)O (stereo not given),-2,i,-6,-0.5,3,9,-1,-3,-2
Cc1ccc(NC(=O)CCn2nc([N+](=O)[O-])cc2C)nc1,2,i,-8,0.3,10,7,0,-6,-11
COC(=O)/C=C/c1c(C)nc(NCc2ccccc2)nc1Cl,1,i,-3,1.7,-11,-9,-3,-2,-3
C=CCN(CC=C)CC(O)Cn1c2ccccc2c2ccccc21 (stereo not given),2,i,4,1.0,0,-3,-3,0,4
O=C(CCNS(=O)(=O)c1cccs1)N1CCc2ccccc2C1,0,i,-10,0.3,1,-7,-4,-6,3
Cc1c(C(=O)N(C)c2cccc(Cl)c2)cnn1-c1ccccc1,-1,i,-3,0.8,-3,-3,-2,-3,0
CCC1CN(C(=O)N2CCC(C(=O)NCc3ccccc3OC)CC2)c2ccccc2O1 (stereo not given),-4,i,0,0.4,4,-4,2,0,-2
CCC(=O)N1CCc2cc(S(=O)(=O)CCC(=O)N3CCN(c4ccccc4F)CC3)ccc21,1,i,1,0.9,-6,8,1,-1,-2

# Three entries out of the list, sorted by formula weight, descending.
SMILES,MT1-MMP act inh,Rpn11 inh,FAS-TE inh,MsrA inhibitor,E coli Lon inh,MLLE-PAM2 inh,Rin1-Abl PPI inh,bovine MsrA act,CSN deneddyl inh
CCC1CN(C(=O)N2CCC(C(=O)NCc3ccccc3OC)CC2)c2ccccc2O1 (stereo not given),-4,i,0,0.4,4,-4,2,0,-2
O=C(CCNS(=O)(=O)c1cccs1)N1CCc2ccccc2C1,0,i,-10,0.3,1,-7,-4,-6,3
Cc1c(C(=O)N(C)c2cccc(Cl)c2)cnn1-c1ccccc1,-1,i,-3,0.8,-3,-3,-2,-3,0

# Assay outcomes (PubChem)
